Screening results deposited in PubChem BioAssay by National Center for Advancing Translational Sciences (NCATS).
S3 lipid droplet: qHTS Assay for Lipid Storage Modulators in Drosophila S3 Cells; 320,000 compounds, 0.64% hits; Drosophila S3 cells, BODIPY lipid droplet fluorescence, 18-24 h; cells fed with added oleic acid; AID 2685; Potency in µM for hits, for the others lipid storage change, negative = inhibition, % at the top dose, mostly 46.1 µM; active means well fitted inhibition curve with a large enough effect in the signal ratio, with a control signal flat, not every such curve was filed as active; inconclusive means small, poorly fitted or top-dose-only effect, or effect the other way, or a change in a side signal; the % refers to the signal ratio
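Drosophila S3 cells got compounds at several concentrations plus oleic acid (400 uM solution). Laser-scanning cytometry with 488 nm excitation read lipid droplets at 500-530 nm and cells at 575-640 nm. Percent activity was relative to 20 uM Triacsin C.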
S3 lipid droplet cell count max: recorded beside S3 lipid droplet, whose call it bears; cell number change, %; measured here: cell count max response;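 cells counted by Cell Tracker Red CMTPX staining in the red channel; peak over a dose series mostly up to 46.1 µM; percent activity relative to internal control wells on each plate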
The depositor's hits bear a star; i = inactive; ? = inconclusive; · = no result given. On the % scale 0 is the no-effect control and ±100 the full control effect; potency means the concentration at half of the fitted maximal effect. An excerpt; count on the stated rates, not on these rows.

SMILES | S3 lipid droplet | S3 lipid droplet cell count max
CCN1CCN(C(=O)c2ccc(OC)c(S(=O)(=O)Nc3ccc(C)cc3)c2)CC1 | -26% | -20
COC(=O)c1ccc(COc2ccc(/C=C(\C#N)c3nc4ccccc4[nH]3)cc2OC)o1 | ? | ·
COc1ccc2[nH]c(=O)c(CN(C(=O)c3ccco3)C(C)C)cc2c1 | 25% | 3
CCCc1cc(=O)n2[nH]cc(-c3ccc(Cl)cc3)c2n1 | ? | ·
COc1ccccc1C1NC(=O)NC(C)=C1C(=O)Nc1cccc(C)c1C (centres undefined) | ? | ·
CCOc1ccc(NC(=O)CC2SC(N)=NC2=O)c([N+](=O)[O-])c1 (centres undefined) | ? | ·
Cc1ccc(S(=O)(=O)CCC(=O)OCC(=O)N2c3ccccc3NC(=O)C2(C)C)cc1 | ? | ·
CN=C(Nc1ccc(C)c(C)c1)SC1CC(=O)N(c2ccc(OC)cc2)C1=O (centres undefined) | ? | ·
CCN(CC)c1c(-c2ccccc2)c2cc(C)ccc2[nH]c1=O | ? | ·
Cc1nnc(NC(=O)c2cc(S(=O)(=O)N(C)C)ccc2N2CCCC2)s1 | ? | ·
CCN(CC)S(=O)(=O)c1ccc(N2CCCCC2)c(NC(=O)C2CCN(C(=O)c3ccc(F)cc3)CC2)c1 | ? | ·
Cc1cccc(N(C)c2cc(C)nc3ncnn23)c1 | 5% | 6
CC(=O)Oc1ccc2c(c1)OC(c1ccccc1)CC21CC(C)(C)NC(=O)N1 (centres undefined) | -3% | ·
O=C(COc1ccc(Cl)cc1Br)N1CCN(c2ccccc2)CC1 | 22% | -10
CC(NS(=O)(=O)c1ccc2[nH]c(=O)c(=O)[nH]c2c1)C(=O)O (centres undefined) | 22% | 4
O=C(CSc1nnc(SCc2ccc(F)cc2)s1)Nc1ccc(C(=O)O)cc1 | ? | ·
CCn1cc(C(=O)N2CCCC(N3CCN(c4ccccc4C)CC3)C2)cn1 (centres undefined) | -6% | -5
O=C(COc1ccc(Cl)cc1Cl)c1ccc[nH]1 | 0% | 3
CC(=O)Nc1ccc(C(=O)N(C)C(C(=O)Nc2ccccc2)c2ccccn2)cc1 (centres undefined) | ? | ·
Cc1cc2nn(-c3ccc(Cl)cc3)nc2cc1N | -7% | 0
Cc1occc1C(=O)N1CCN(Cc2ccccc2)CC1 | ? | ·
CCOC(=O)c1nnn(-c2nc(OC)nc(N3CCCC3)n2)c1-c1ccccc1 | ? | ·
COC(=O)Cc1cc(=O)n2[nH]c(C)cc2n1 | ? | ·
CC(C)=CCSc1nnc([C@@H](NC(=O)OC(C)(C)C)C(C)C)o1 | ? | ·
CCN(C(=O)CSc1cc(C)c2ccc(OC)cc2n1)C1CCS(=O)(=O)C1 (centres undefined) | 20% | 11

(cont.)
SMILES | S3 lipid droplet | S3 lipid droplet cell count max
O=C(c1ccco1)c1n[nH]nc1-c1ccccc1 | i | ·
Cc1ccc(C(=O)NCC2CCCN2S(=O)(=O)c2ccc(C)cc2)cc1 (centres undefined) | -6% | 3
O=c1nc2ccccc2c2n1CC(CN1CCN(C(c3ccccc3)c3ccccc3)CC1)N2 (centres undefined) | 7% | -6
Cc1ccc(S(=O)(=O)NC(CC(C)C)C(=O)Nc2nccs2)cc1 (centres undefined) | ? | ·
CCN1CCN(C(=O)CN2C(=O)c3ccccc3S2(=O)=O)CC1 | ? | ·
CCN(CC)CCCN=C1N[C@@H](c2ccccc2)C(C(=O)OC)=C(C)N1CC | ? | 11
CSc1cccc(N2CC(C(=O)N(Cc3nnc(-c4ccccc4Cl)o3)C3CC3)CC2=O)c1 (centres undefined) | i | ·
COc1ccnc(Oc2ccc(F)cc2)c1C(=O)N/C=N/OCc1ccccc1 | ? | ·
Cc1cccnc1Nc1nc(-c2ccccn2)cs1 | ? | ·
COc1ccccc1CN1CC(C(=O)N(C)Cc2ccc(C)o2)CCC1=O (centres undefined) | ? | ·
COC(C[C@@H](O)[C@H](C)[C@@H](O)COCc1ccccc1)OC | 8% | 22
Cc1cccc(N2CCN(C(=O)C3CCCCC3)CC2)c1C | -19% | -9
COC(=O)CSc1ccc2nnc(-c3ccc(OC)c(OC)c3)n2n1 | 21% | -3
CCOC(=O)C1CCN(CC(C)(C)NS(=O)(=O)c2ccccc2)CC1 | ? | ·
O=C(CNC(=O)c1ccc(F)cc1)NCc1ccccn1 | ? | ·
COc1ccc(N(CC(=O)NCc2ccco2)S(C)(=O)=O)c(OC)c1 | -9% | 16
COc1cc(NC(=S)N2CCCC(C)C2)c(OC)cc1Cl (centres undefined) | ? | ·
CC(=O)Nc1c(NCC(C)C)c2ccccc2oc1=O | -1% | 23
O=C(CCC(NC(=O)OCc1ccccc1)C(=O)O)OCc1ccccc1 (centres undefined) | ? | ·
O=C(CSc1nc(-c2ccc(F)cc2)cs1)NC(=O)NCc1ccco1 | i | -11
COc1ccc(NC(=O)c2ccc(COc3ccccc3OC)o2)cc1OC | 0% | -3
Cc1nc([N+](=O)[O-])c(NCCO)n1Cc1ccccc1 | 1% | 13
C=CCn1c(-c2ccccc2)nc2nc3ccccc3nc21 | 0% | -15
COc1ccc(C(=O)NCC(=O)NCC2(N(C)C)CCCCC2)cc1OC | ? | ·
COc1cccc(C(=O)Nc2cc(C(=O)NCc3ccc(C)cc3)ccc2N2CCC3(CC2)CC(c2cccc(Br)c2)=NO3)c1 | ? | ·

(next part)
SMILES | S3 lipid droplet | S3 lipid droplet cell count max
Cc1cc(NC(=O)CCC(=O)N(CC(=O)NC2CCCC2)Cc2ccc(F)cc2)no1 | ? | ·
O=C(COc1ccccc1F)Nc1c2c(nn1-c1ccccc1)CS(=O)(=O)C2 | ? | ·
CN1CCN(CCNC(=O)c2cn(Cc3ccccc3F)nn2)CC1 | ? | ·
CC(NC(=O)COC(=O)C1CCN(c2ccc(C(F)(F)F)cn2)CC1)c1ccc(F)cc1 (centres undefined) | ? | ·
O=C(CNC(=O)c1ccc(Cl)cc1)NC1CCCCC1 | ? | ·
COc1ccc(NS(=O)(=O)c2cc(NC(=O)C3CCCO3)ccc2N2CCCC2)cc1 (centres undefined) | ? | ·
COC(=O)c1cc(COC(=O)c2cccnc2SC)oc1C | ? | ·
CCCCn1c(SCC(=O)N2CCOCC2)nc2ccccc2c1=O | ? | ·
Cc1ccc(NC(=O)CSc2nnc(-c3cnccn3)n2C)cc1C | ? | ·
Cc1c(CN(C)C)c2c(n1Cc1ccccc1)C(=O)c1ccc(Br)cc1-2 | ? | ·
CC(=O)NS(=O)(=O)c1ccc(NS(=O)(=O)c2ccccc2[N+](=O)[O-])cc1 | ? | ·
COc1cccc(-c2sc3ccc(OC)cc3c2C#CC2(O)CCCCC2)c1 | ? | ·
CCCCOc1ccc(C2/C(=C(\O)c3ccc4c(c3)OCCO4)C(=O)C(=O)N2CCCN2CCOCC2)cc1 (centres undefined) | ? | ·
O=C(Cc1ccccc1)NC1CCSc2ccccc21 (centres undefined) | ? | ·
COc1ccc(/C=C(/NC(=O)c2ccccc2)C(=O)N2CCOCC2)cc1OC | ? | ·
COc1ccc(C2(C(=O)N3CCOCC3)CCCC2)cc1 | 11% | -10
COc1cc(OC)c(NC(=O)CCc2nc(-c3ccc(C)cc3)no2)cc1Cl | ? | ·
O=C1C(Cl)=C(N2CCCCCC2)C(=O)N1c1ccccc1Cl | ? | ·
CNc1ncc(C(=O)c2ccc(Cl)cc2)s1 | 5% | 0
CCN1c2ccccc2-c2nc3ccccc3n2C1c1ccco1 (centres undefined) | ? | ·
C=C(Br)Cn1c(CCC)nc2ccccc21 | 20% | -20
COc1cc(C(=O)OCCCN=C2NS(=O)(=O)c3ccccc32)cc(OC)c1OC | ? | ·
COc1cccc(-c2csc3nc[nH]c(=O)c23)c1 | 21µM* | ·
Cc1ccc(C)c(NC(=O)COC(=O)c2ccc(S(=O)(=O)N3CCCCC3)cc2)c1 | -7% | -2
COc1cccc(/C=N/Nc2nc(Nc3ccccc3)nc(-n3nc(C)cc3C)n2)c1O | ? | ·

Among those listed so far, these contain a thiophene ring, fused or not.
SMILES | S3 lipid droplet | S3 lipid droplet cell count max
COc1cccc(-c2sc3ccc(OC)cc3c2C#CC2(O)CCCCC2)c1 | ? | ·
COc1cccc(-c2csc3nc[nH]c(=O)c23)c1 | 21µM* | ·

Other results.
SMILES | S3 lipid droplet | S3 lipid droplet cell count max
CCOC(=O)C1(Cc2cccc(OC)c2)CCN(Cc2cnc(C)s2)CC1 | 0% | -8
COc1ccc(Cl)cc1N(CC(=O)NCCSc1ccccn1)S(=O)(=O)c1ccccc1 | ? | ·
Cc1cc(C)n(C2CC(=O)N(c3cc(Cl)cc(Cl)c3)C2=O)n1 (centres undefined) | ? | ·
CN(C)C(=O)Oc1ccc[n+](C)c1 | ? | ·
CCn1c(=O)n(CC(=O)N(C)Cc2ccccc2)c(=O)c2ccccc21 | i | ·
COc1ccc(/C=N/NC(=O)c2ccc(Cn3cc([N+](=O)[O-])cn3)o2)cc1O | i | 13
COCCOc1cc(N)c(Cl)cc1Cl | ? | ·
O=C(Nc1ccc(Cl)c(S(=O)(=O)N2CCOCC2)c1)[C@@H]1CCCN1C(=O)c1cccs1 | ? | ·
COc1ccccc1NC(=O)c1c(Nc2ccccc2F)sc(C(=O)Nc2cccc(Cl)c2)c1N | ? | ·
Cc1ccc(-c2n[nH]c(=S)n2Cc2ccccc2)cc1 | ? | ·
C=CCNC(=S)NNC(=O)c1cc(Cl)ccc1OC | -15% | -15
O=C1NCCN1CCNS(=O)(=O)c1ccc(F)cc1 | ? | ·
CNC(=S)N1CCN(c2ccccn2)CC1 | -14% | -16
COc1ccc(N(C(=O)c2snc(C(N)=O)c2N)C(CC(C)C)C(=O)NCC2CCCO2)cc1 (centres undefined) | ? | ·
COc1ccc(NC(=O)C2CC(c3ccc(Cl)cc3)=NO2)cc1OC (centres undefined) | ? | ·
CCN(CC)S(=O)(=O)c1ccc(N2CC(C(=O)N3CCOCC3)CC2=O)cc1 (centres undefined) | 1% | -6
O=C(N/C(=C\c1ccccc1Cl)C(=O)N1CCOCC1)c1ccc([N+](=O)[O-])cc1 | 0% | 17
COc1cc(C(=O)NCCOc2cccc3cccnc23)cc(OC)c1OC | -1% | -9
COC(=O)c1cccc(CSc2nc(-c3ccccc3)c(C#N)c(=O)[nH]2)c1 | 15% | ·
CCC(O)(CC)C(=O)NN(C(=O)CCl)c1ccccc1 | 21µM* | -5.7*
CC(=O)Nc1cccc(C(=O)Nc2ccccc2N2CCOCC2)c1 | ? | ·
Cc1cc(NC(=O)CS(=O)(=O)c2cn(C)c3ccccc23)no1 | ? | ·
CCCn1c(NC(=O)C2COc3ccccc3O2)nc2ccccc21 (centres undefined) | ? | ·
O=C(CSc1nc2scc(-c3ccco3)c2c(=O)n1-c1ccccc1)NCC1CCCO1 (centres undefined) | ? | ·
CCOC(=O)C1=C(C)N=C2c3ccccc3C(=O)C2C1c1ccc(Br)cc1 (centres undefined) | ? | ·

Reprinted from the part before: six compounds, then new ones.
SMILES | S3 lipid droplet | S3 lipid droplet cell count max
CCC(O)(CC)C(=O)NN(C(=O)CCl)c1ccccc1 | 21µM* | -5.7*
CC(=O)Nc1cccc(C(=O)Nc2ccccc2N2CCOCC2)c1 | ? | ·
Cc1cc(NC(=O)CS(=O)(=O)c2cn(C)c3ccccc23)no1 | ? | ·
CCCn1c(NC(=O)C2COc3ccccc3O2)nc2ccccc21 (centres undefined) | ? | ·
O=C(CSc1nc2scc(-c3ccco3)c2c(=O)n1-c1ccccc1)NCC1CCCO1 (centres undefined) | ? | ·
CCOC(=O)C1=C(C)N=C2c3ccccc3C(=O)C2C1c1ccc(Br)cc1 (centres undefined) | ? | ·
CN1CCN(CCCNC(=O)CCC(=O)N2CCOc3ccccc32)CC1 | ? | ·
Cc1cc(C(=O)NNC(=O)c2ccc(Cl)cc2)c2ccccc2n1 | 24% | -5
CC(C)Cc1oc(C(=O)O)cc1CN1CCOCC1 | -24% | ·
Cn1c(CNC(=O)CNS(=O)(=O)c2ccc(Cl)cc2)cc(=O)n(C)c1=O | 0% | 1
COc1ccc(CNS(=O)(=O)c2cc3c(cc2Cl)NC(=O)CO3)cc1 | ? | ·
CCOC(=O)C1CCCN(C(=S)Nc2cc(C)cc(C)c2)C1 (centres undefined) | ? | ·
CCCCCCSc1cc(-c2nc3ccc(C)cn3c2NCc2ccccc2)ccc1OC | ? | ·
C[C@@H]1O[C@@H]1P(=O)(O)O | 15% | 5
Cc1ccc(C(=O)CCC(=O)OC(C)C(=O)NC2CCCCC2C)cc1 (centres undefined) | ? | ·
Cn1cc(CN2C[C@H]3CC[C@H]2C3)c(-c2ccccc2F)n1 | 21% | 10
O=C(O)c1cccc(Nc2ccnc(Nc3cccc(C(=O)O)c3)n2)c1 | -5% | 2
COc1cc2[nH]c(=O)n(CCC(=O)N3CCN(Cc4ccc5c(c4)OCO5)CC3)c(=O)c2cc1OC | ? | ·
C=CCSc1nc(O)c(CC)c(=O)n1C(C)CC (centres undefined) | 3% | -5
NNC(=O)c1ccccc1OCCOc1ccccc1 | ? | ·

Compound profiles (already shown). Order of values: S3 lipid droplet, S3 lipid droplet cell count max
Record of `CN1CCN(CCCNC(=O)CCC(=O)N2CCOc3ccccc32)CC1` → ?, ·
Record of `Cc1cc(C(=O)NNC(=O)c2ccc(Cl)cc2)c2ccccc2n1` → 24%, -5
Record of `CCCCCCSc1cc(-c2nc3ccc(C)cn3c2NCc2ccccc2)ccc1OC` → ?, ·
Record of `O=C(O)c1cccc(Nc2ccnc(Nc3cccc(C(=O)O)c3)n2)c1` → -5%, 2
